NLRP3 yeast inh: NALP3 inflammasome inhibitors in reconstituted yeast, primary screen, luminescence, uHTS. Yeast reconstituted NLRP3/ASC/caspase-1, beta-gal luminescence, 24 h. inhibition, % at 10 µM. 330,000 tested, 0.39% active. AID 2825, 2010;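 active means inhibition of 50% or more; inactive means inhibition below 50%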;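 further: plate controls were induced DMSO wells for no effect and uninduced yeast grown without galactose for full effect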
A3G deaminase: APOBEC3G DNA deaminase inhibitors, primary screen, biochemical, fluorescence, single-stranded DNA substrate, uHTS; DNA dC->dU-editing enzyme APOBEC-3G (Homo sapiens), Q9HC16; AID 493012, 2011; recombinant A3G, ssDNA deamination FAM/TAMRA fluorescence; inhibition, % at 20 µM; 330,000 tested, 0.28% active;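 active means inhibition of at least 40% at 20 µM, with no more than 30% in the related APOBEC3A deaminase screen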;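 further: plate controls were DMSO wells with A3G for no effect and wells lacking A3G enzyme for full effect; some compounds called inactive have numbers as strong as hits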
Target sequence (Q9HC16 whole entry, looked up): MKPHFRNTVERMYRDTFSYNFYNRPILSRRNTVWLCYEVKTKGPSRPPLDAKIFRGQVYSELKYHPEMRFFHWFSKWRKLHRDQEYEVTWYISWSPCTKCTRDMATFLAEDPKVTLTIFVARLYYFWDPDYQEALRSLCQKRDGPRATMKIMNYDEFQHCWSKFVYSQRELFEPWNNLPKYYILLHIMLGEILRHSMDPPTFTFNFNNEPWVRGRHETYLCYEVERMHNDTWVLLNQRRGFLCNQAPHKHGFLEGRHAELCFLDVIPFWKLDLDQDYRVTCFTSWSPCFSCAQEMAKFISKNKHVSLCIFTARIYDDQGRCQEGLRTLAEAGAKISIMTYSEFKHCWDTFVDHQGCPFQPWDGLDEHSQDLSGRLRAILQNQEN
hIAP inh: human IAP inhibitors, primary screen, biochemical, luminescence, uHTS; 330,000 tested, 0.12% active; purified IAP, CDP-Star luminescence, 30 min; inhibition, % at 10 µM; Intestinal-type alkaline phosphatase (Homo sapiens), P09923; AID 2544, 2010;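 active means inhibition reaching a set limit with compound at 10 µM in the primary screen, cut at about 35% in these data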;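 further: plate controls were DMSO wells with enzyme for no effect and no-enzyme buffer wells for full effect; values of inactives mirror those of a sister screen read the other way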
Target sequence (P09923 whole entry, looked up): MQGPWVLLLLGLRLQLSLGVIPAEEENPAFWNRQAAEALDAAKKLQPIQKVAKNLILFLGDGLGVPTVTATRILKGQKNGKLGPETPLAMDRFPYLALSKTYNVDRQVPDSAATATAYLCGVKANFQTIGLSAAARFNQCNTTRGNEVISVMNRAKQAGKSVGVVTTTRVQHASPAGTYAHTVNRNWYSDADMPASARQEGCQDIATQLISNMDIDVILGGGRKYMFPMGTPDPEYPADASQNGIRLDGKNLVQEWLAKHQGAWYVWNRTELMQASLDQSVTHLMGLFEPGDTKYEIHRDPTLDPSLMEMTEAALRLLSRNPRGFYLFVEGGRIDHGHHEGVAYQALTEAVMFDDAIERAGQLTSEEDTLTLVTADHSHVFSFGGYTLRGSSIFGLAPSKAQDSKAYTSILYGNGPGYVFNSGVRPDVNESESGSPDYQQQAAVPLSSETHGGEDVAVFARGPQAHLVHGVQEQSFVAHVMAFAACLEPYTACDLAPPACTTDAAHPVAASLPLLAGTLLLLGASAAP
tim10-1 inh: growth inhibitors of tim10-1 mutant yeast, primary screen, luminescence, uHTS. inhibition, % at 20 µM. S. cerevisiae tim10-1 ts strain growth, BacTiter-Glo, 24 h. 330,000 tested, 2.2% active;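 active means inhibition of at least 40%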;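 further: mutant grown at 25 °C; 0% = DMSO wells with yeast and 100% = wells holding no yeast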
MIN6 prolif: inducers of MIN6 beta-cell proliferation, primary screen, ATP luminescence, uHTS; MIN6 cells proliferation, ATPlite luminescence, 48 h; cells starved in 0.2% serum; 100% = growth in 10% serum; proliferation, % at 10 µM; 330,000 tested, 0.29% active;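 active means compounds whose signal lies at least 3.5 SD above the mean of all wells on their plate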;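 further: 0% = DMSO-treated cells in low-serum medium and 100% = 10% serum control; some compounds called inactive have numbers as strong as hits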
mIAP inh: inhibitors of mouse IAP, primary screen, biochemical, luminescence, uHTS | intestinal alkaline phosphatase [Mus musculus] | purified mouse IAP, CDP-Star luminescence, 30 min | inhibition, % at 10 µM | 330,000 tested, 0.2% active;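 active means inhibition of at least 40% at 10 µM in the primary screen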;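 further: plate controls were DMSO with enzyme for no effect and no enzyme wells for full effect; values of inactives mirror those of a sister screen read the other way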
TIM10 inh: growth inhibitors of isogenic TIM10 control yeast, primary screen, counter-screen for tim10-1 yeast inhibitor project, luminescence, uHTS; S. cerevisiae TIM10 strain growth, BacTiter-Glo luminescence, 24 h; inhibition, % at 10 µM; 330,000 tested, 1.4% active;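 active means inhibition of 40% or more at the single tested concentration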;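 further: wild-type TIM10 isogenic control strain grown at permissive 25 °C; 0% = DMSO yeast wells and 100% = minimal medium wells without yeast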
mIAP act: activators of mouse IAP, primary screen, biochemical, luminescence, uHTS; intestinal alkaline phosphatase [Mus musculus]; muIAP, CDP-Star luminescence, 30 min; active compounds read high; 1 = vehicle-only enzyme signal, 0 = enzyme-free wells; activation factor at 10 µM; 330,000 tested, 0.24% active; AID 2805, 2010;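 active means activation factor of at least 2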; further: the source names both 10 and 20 µM as test concentration; values of inactives mirror those of a sister screen read the other way
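Assay system: mouse IAP enzyme / Compound: DMSO-dissolved test compounds / Timing: 30 min, room temperature / Measured by: luminescence from enzymatic CDP-Star hydrolysis / Control set: DMSO-only wells, enzyme-free buffer wells as negative control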
APOBEC3A inh: APOBEC3A ssDNA deaminase inhibitors, primary screen, selectivity assay for APOBEC3G inhibitor project, biochemical, FAM/TAMRA oligo cleavage fluorescence. DNA dC->dU-editing enzyme APOBEC-3A (Homo sapiens), P31941. 330,000 tested, 0.41% active. recombinant A3A, FAM/TAMRA ssDNA deamination fluorescence. inhibition, % at 20 µM;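 active means at least 40% inhibition at 20 µM here, with at most 30% in a related deaminase screen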;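 further: plate controls were A3A with DMSO for no effect and wells lacking A3A enzyme for full effect; some results filed as inactive read as strong as hits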
* = called active by the depositor; . = not tested or not shown.

SMILES	NLRP3 yeast inh	A3G deaminase	hIAP inh	tim10-1 inh	MIN6 prolif	mIAP inh	TIM10 inh	mIAP act	APOBEC3A inh
CN(C(=O)COn1nnc2ccc(S(=O)(=O)N3CCOCC3)cc21)c1ccccc1	7	-4	-4	6	1	-3	24	1	-1
CCOC(=O)c1c(-c2ccc(C)o2)csc1NC(=S)NC(=O)c1ccc(F)cc1	8	-7	4	13	-6	12	16	0.88	-4
NC(=O)Nc1ccc(Oc2ncc(C(F)(F)F)cc2Cl)cc1	5	1	0	30	0	10	12	0.9	0
Oc1ccccc1CN1CCN(C(c2ccccc2)c2ccccc2)CC1	18	-5	-6	24	-6	1	30	0.99	4
CCN(CC)C(=O)c1ccc(CS(=O)(=O)c2ccc(OC)cc2)o1	1	-5	17	9	1	-5	8	1.1	-2
Cc1ccccc1-c1nnc(-c2ccc(Br)cc2)o1	16	-3	1	14	2	6	15	0.94	0
CCOc1ccc(C(=O)Nc2nc(C)c(C(=O)OC)s2)cc1	15	4	-14	2	-4	0	-12	1	6
CCN(CC)S(=O)(=O)c1ccc(NC(=O)Cn2c(=O)sc3ccccc32)cc1	6	-7	-10	18	-3	-20	-7	1.2	-5
CCCN(C(=O)/C=C/c1ccc(S(=O)(=O)N(CC)CC)cc1)C1CCS(=O)(=O)C1 (stereo not drawn)	15	-1	24	19	-4	-24	17	1.2	1
Cc1nn(CC(=O)Nc2nccs2)c(C)c1[N+](=O)[O-]	2	-6	4	-9	0	-3	-22	1	2
Cc1cc(Cl)ccc1C(=O)C1CCCN(C(=O)CCN2CCCO2)C1 (stereo not drawn)	-3	-7	4	5	-2	-7	0	1.1	-3
O=C(NCC1CCCO1)C1CCN(C2CCN(C(=O)CC3CCCC3)CC2)CC1 (stereo not drawn)	11	-4	4	-7	-2	4	-3	0.96	-2
CC(C)CC(=O)NC(=S)Nc1cc(C(F)(F)F)ccc1N1CCOCC1	11	-8	4	18	-6	-1	25	1	-3
Nc1nonc1-c1nc2ccccc2n1CC(=O)N/N=C\c1ccc(-c2ccc(Cl)cc2)o1	-4	-3	-9	20	-3	10	-21	0.91	-3
CCn1nc(C)c(/C=N/NC(=O)Cc2ccc(Cl)cc2)c1C	14	-1	-11	-3	2	-13	-9	1.1	2
COc1cccc(C(=O)Nc2cccc(-c3nc4ncccc4o3)c2C)c1	14	-6	9	2	7	8	17	0.92	-3
Cc1ccc(-c2nnc(SCC(=O)Nc3sc(C)c(C)c3C#N)n2C)cc1	21	11	-13	11	0	3	-43	0.97	-2
CC(C)C[C@H](NC(=O)N1CCn2c1nc1ccccc12)C(=O)N1CCCCC1	-4	-1	-18	10	12*	-1	11	1	0
Cc1cn(C(=O)c2cccc(Br)c2)c(C)n1	19	-5	7	-10	1	-8	-6	1.1	3
C/C(=N\Nc1ncc(Cl)cc1Cl)c1cccs1	11	-1	-7	25	0	-2	-5	1	-3
O=C(N/N=C/C(Cl)=C/c1ccc([N+](=O)[O-])cc1)C(=O)Nc1cccc(C(=O)O)c1	12	-2	-2	1	-6	4	-3	0.96	6
Cc1ccc(-c2nnc(CSc3nc(C(C)C)nc4sc(C)c(C)c34)o2)cc1	-10	-4	16	3	-4	5	7	0.95	-5
COc1ccc(C2=NOC(C(=O)NCc3cccnc3)C2)cc1 (stereo not drawn)	-5	-8	-1	-10	-3	7	9	0.93	-4
COC(=O)c1c(NC(=O)c2ccc(OC(C)C)cc2)sc2c1CC(C)(C)NC2(C)C	20	-9	4	15	-6	-5	39	1.1	-4
CCOc1ccc2nc(SCC#N)c(C#N)cc2c1	31	-7	-19	-9	-4	-3	-1	1	-5
(continued)
SMILES	NLRP3 yeast inh	A3G deaminase	hIAP inh	tim10-1 inh	MIN6 prolif	mIAP inh	TIM10 inh	mIAP act	APOBEC3A inh
O=C(NNC(=O)c1ccc(Br)s1)c1cccc(Cl)c1	10	-8	6	18	4	6	31	0.94	1
COc1cc(C(=O)NCC(=O)NCCN2C(=O)S/C(=C\c3ccc4c(c3)OCO4)C2=O)cc(OC)c1OC	9	-12	-27	10	-4	0	6	1	-9
CC(C)C1CC(C(F)(F)F)n2nc(C(=O)O)cc2N1 (stereo not drawn)	20	-15	0	2	-3	6	-17	0.94	-2
COc1ccccc1N1CCN(CC(O)COc2ccc(C)c(C)c2)CC1 (stereo not drawn)	32	-3	3	-23	-3	-2	-7	1	-1
CC1CCN(C(=O)CCNC(=O)c2ccccc2Cl)CC1	14	-6	-6	8	2	-3	7	1	7
COc1cccc(CNC(=O)CCC2CCCN(C(=O)c3ccc(F)c(Cl)c3)C2)c1 (stereo not drawn)	18	-10	4	1	-2	-1	7	1	-4
COc1ccc(-c2noc(CCC(=O)N3CCN(c4cccc(C)c4)CC3)n2)cc1	.	1	.	15	.	-10	-4	1.1	4
CCOC(=O)C1=C(CC)Nc2ccccc2N=C1NC(=O)c1ccc(C)c(S(=O)(=O)N2CCOCC2)c1	8	-11	-8	10	3	11	0	0.89	-3
COc1cc(CN(C)c2ncnc3sccc23)ccc1OC(F)F	13	-6	0	-7	-1	7	-11	0.93	0
COc1ccccc1NC(=O)C1=C(C)NC(=O)NC1c1cccc(OC)c1OC (stereo not drawn)	-5	-4	0	12	-5	-7	-8	1.1	-5
COc1ccc(C(c2nnnn2C2CCCC2)N2CCC(C)CC2)c(OC)c1 (stereo not drawn)	5	-3	-2	34	0	-2	29	1	1
O=C(NCC1CCCO1)c1c(O)nc2sccn2c1=O (stereo not drawn)	28	-3	-6	3	0	8	-8	0.92	4
O=C(CN(Cc1ccccc1)S(=O)(=O)c1ccccc1)N/N=C/c1ccccc1[N+](=O)[O-]	7	-2	-10	24	-4	2	8	0.98	-5
CCN1C(=O)[C@H]2[C@@H](c3ccc(-c4cccc(Cl)c4)c(OC)c3)N3CCC[C@@]3(C(=O)OC)[C@H]2C1=O	6	2	13	6	-6	10	-2	0.9	0
CCCn1c(N)c(C(=O)CSc2nnc3n2CCCCC3)c(=O)n(C)c1=O	7	-10	2	12	-3	-5	-6	1.1	0
COC(=O)c1ccc(C23CC4(C2)[C@H](CN(Cc2ccc(C(F)(F)F)cc2)[C@@H]4c2ccccc2)C3c2ccccc2)cc1 (stereo partly drawn)	16	-3	9	-1	-7	0	1	1	1
O=C(CCS(=O)(=O)c1ccccc1)N(CCCN1CCOCC1)c1nc2c(F)cccc2s1	57*	5	8	34	-7	1	66*	0.99	0
CCOC(=O)c1ccc(S(=O)(=O)N2CCN(C(C)=O)CC2)cc1	-11	-5	-10	10	-3	-1	0	1	-4
c1csc(CNc2ncnc3ccc(-c4ccc5c(c4)OCO5)cc23)c1	-8	1	2	21	-7	-17	15	1.2	3
O=C(Cn1nc(-c2ccccc2)ccc1=O)NCc1ccc2c(c1)OCO2	9	1	6	-19	-3	5	-9	0.95	7
CC(/C=N/NC(=O)c1cccs1)=C\c1ccccc1	54*	0	4	-16	-5	6	8	0.94	4
CCCn1c(=O)c(C(=O)NCc2ccc3c(c2)OCO3)c(O)c2ccccc21	10	-3	0	-44	-2	6	-17	0.94	-4
Nn1c(Cc2cccc3ccccc23)nnc1SCCOc1ccc(F)cc1	-6	-9	-4	-18	-2	-12	-32	1.1	4
COc1ccccc1C1CCN(Cc2c(C)[nH]c3ccccc23)CC1	32	-4	7	-2	-4	-3	-1	1	2
CC(C)Oc1ccc(/C=N/NC(=O)C2CCCN2S(=O)(=O)c2ccc(Cl)cc2)cc1 (stereo not drawn)	5	-7	2	9	-3	-14	7	1.1	3

The final 3 records of the section above are carried over, then new ones follow.
SMILES	NLRP3 yeast inh	A3G deaminase	hIAP inh	tim10-1 inh	MIN6 prolif	mIAP inh	TIM10 inh	mIAP act	APOBEC3A inh
Nn1c(Cc2cccc3ccccc23)nnc1SCCOc1ccc(F)cc1	-6	-9	-4	-18	-2	-12	-32	1.1	4
COc1ccccc1C1CCN(Cc2c(C)[nH]c3ccccc23)CC1	32	-4	7	-2	-4	-3	-1	1	2
CC(C)Oc1ccc(/C=N/NC(=O)C2CCCN2S(=O)(=O)c2ccc(Cl)cc2)cc1 (stereo not drawn)	5	-7	2	9	-3	-14	7	1.1	3
Cc1nnc(SCC(=O)NC(=O)NCCC(C)C)s1	25	-6	-3	-8	-1	6	-22	0.94	-1
COc1ccccc1C(=O)NCCC(=O)NCC1COc2ccccc2O1 (stereo not drawn)	-6	-9	-3	3	0	-10	3	1.1	-2
COc1ccc(S(=O)(=O)N(C)CC(=O)Nc2ccc3c(c2)OCO3)cc1	17	-6	-10	6	1	7	4	0.93	0
CCOc1ccccc1CNC(=O)c1nn(CC)cc1[N+](=O)[O-]	6	-4	-4	-3	-3	-17	-23	1.2	-2
CC(=O)C[C@@H](O)CC(=O)[C@H]1OC(=O)[C@H](C)CCCCc2ccccc21	3	-4	10	12	0	4	11	0.96	-5
Cc1ccc(N(CC(=O)N2CCc3ccccc3C2)S(C)(=O)=O)cc1	9	-3	11	-1	1	2	3	0.98	-1
O=C1OCCN1C(=O)[C@H]1[C@H](c2ccc(Cl)cc2)C(c2ccccc2)=NN1c1ccc(Br)cc1	.	-2	.	23	.	-9	12	1.1	0
CC(=O)NCCNC(=O)C1CCCCN1S(=O)(=O)c1ccccc1 (stereo not drawn)	22	-2	19	5	-2	8	-5	0.92	-1
Cc1nc2ccc(Cl)cc2c(-c2ccccc2)c1CC(=O)O	-2	-5	5	19	0	-4	-17	1	-2
OCC1CCCN(C(=S)Nc2ccc(OC(F)F)cc2)C1 (stereo not drawn)	10	-4	0	-5	-1	-2	10	1	2
O=C(Oc1ccc(N2C(=O)C3C4CCC(C4)C3C2=O)cc1)c1ccco1 (stereo not drawn)	5	-8	18	25	-5	9	12	0.91	-7
COc1cc(N)c(Cl)cc1C(=O)OCC(=O)N1CCCCCC1	12	-1	-2	0	-2	2	7	0.98	-4
COC(=O)Nc1nc(-c2ccccc2)c(C(=O)c2ccc(Cl)cc2)s1	10	-7	19	5	-5	9	0	0.91	0
CCOC(=O)N1CCN(S(=O)(=O)c2cn(C)c(=O)n(C)c2=O)CC1	5	-1	-5	-22	2	-6	-1	1.1	0
C[C@@H]1CN([C@@H](C)CO)C(=O)Cc2cc(NC(=O)C3CCCCC3)ccc2O[C@H]1CN(C)S(=O)(=O)c1ccccc1	4	8	-12	-6	-3	-22	3	1.2	-2
O=C(COC(=O)CCN=C1NS(=O)(=O)c2ccccc21)NC1CCCCCCC1	-3	-3	-20	0	-4	-13	-6	1.1	-11
CNC(=O)C1Cc2ccccc2CN1S(=O)(=O)c1ccc(OC)c(OC)c1 (stereo not drawn)	11	1	2	6	-5	8	8	0.92	-5
CC(Sc1nc2cc([N+](=O)[O-])ccc2n1-c1cccc(C(F)(F)F)c1)C(=O)NC(N)=O (stereo not drawn)	1	-8	-14	6	0	0	-43	1	0

Screening data deposited in PubChem by Sanford-Burnham Center for Chemical Genomics.
